Compound activity as filed in PubChem BioAssay.
Anesthetic bind = binds horse apoferritin like a general anesthetic. AID 485281. apoferritin/1-aminoanthracene competitive binding, fluorescence. hit rate 0.074% among 350,000. Potency, µM (top dose mostly 77.5 µM), for the others: at the top dose activity change, negative = displacement, most hits filed as inhibitors; note: % is set by controls: 0 for no effect and ±100 for the full control effect; nearly all actives have a fitted effect of over 20% in size
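Horse-spleen apoferritin (10 uM) in 50% saturated 1-aminoanthracene in PBS was incubated 10 min at room temperature with compound. Fluorescence (ex 380, em 535 nm) was normalized to free and bound 1-AMA, with concentration-response fitted by a four-parameter Hill equation.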
Pol beta inh = DNA polymerase beta (human) inhibition | hit rate 1.3% among 340,000 | Pol beta primer extension/strand displacement, fluorescence kinetic | AID 485314 | Potency, µM (series often up to 114 µM), for inactives: at the highest dose activity change, negative = inhibition, hits mostly inhibitors; note: % is set by controls: 0 for no effect and ±100 for the full control effect
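Preincubation: enzyme (10 nM) with compound, 15 min, RT. Reaction: substrate added to 50 nM final. Reads: 0 and 10 min. Analysis: normalized, Hill fit.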
APE1 inh = inhibitors of human APE1 endonuclease. P27695. recombinant APE1, TAMRA/BHQ-2 abasic DNA cleavage fluorescence. Potency, µM (series often up to 65.8 µM), without a hit: at the top dose activity change, negative = inhibition, usual class: inhibitors. hit rate 0.35% among 350,000. AID 2517;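 note: plate controls were vehicle for no effect and reference inhibitor for full effect; nearly all actives have a fitted effect of over 55% in size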
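Activity was derived from the fluorescence gain between first and third kinetic reads (60 s intervals, ex 525/em 598 nm) after 50 nM THF-abasic TAMRA/BHQ-2 duplex was added to 0.75 nM APE1 preincubated 15 min with compound.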
BAZ2B block = inhibitors of human BAZ2B bromodomain; Q9UIF8; AlphaScreen BAZ2B-H3K14Ac peptide displacement; Potency, µM (doses to about 114 µM), inactives show at the highest dose activity change, negative = inhibition, hits mostly inhibitors; hit rate 4.4% among 360,000; AID 504333; note: % is set by controls: 0 for no effect and ±100 for the full control effect; nearly all actives have a fitted effect of over 60% in size
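Inhibition is scored as reduced AlphaScreen emission. The BAZ2B/b-H3(5-23)K14Ac complex (50 nM each) in PBS pH 7.4, 0.01% Tween-20 meets compound (up to 110 uM) for 30 min at RT before bead addition.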
POLK inh = inhibitors of human DNA polymerase kappa | Q9UBT6 | purified Pol kappa, fluorescent DNA synthesis assay, 10 min | Potency, µM (doses to about 107 µM), inactives show top-dose activity, negative = inhibition, usual class: inhibitors | hit rate 0.53% among 400,000; note: % is set by controls: 0 for no effect and ±100 for the full control effect
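First, compounds were pin-transferred onto 10 nM Pol kappa. After 15 min at room temperature, substrate was added to 50 nM final. Fluorescence was then measured kinetically at 0 and 10 min.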
BLM helicase inh = Bloom syndrome helicase (human) inhibition; P54132; recombinant BLM DNA unwinding, fluorescence dequenching; Potency, µM (top dose mostly 56.1 µM), inactives show top-dose activity change, negative = inhibition, hits mostly inhibitors; hit rate 0.2% among 350,000;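 note: plate controls were vehicle for no effect and no enzyme for full effect; nearly all actives have a fitted effect of over 35% in size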
POLI inh = inhibitors of human DNA polymerase iota; AID 588590; hit rate 1% among 390,000; Q9UNA4; Potency, µM (doses to about 115 µM), for inactives: top-dose activity, negative = inhibition, most hits filed as inhibitors; Pol iota fluorescent replication assay, 10 min
Target sequence (Q9UNA4 whole entry, looked up): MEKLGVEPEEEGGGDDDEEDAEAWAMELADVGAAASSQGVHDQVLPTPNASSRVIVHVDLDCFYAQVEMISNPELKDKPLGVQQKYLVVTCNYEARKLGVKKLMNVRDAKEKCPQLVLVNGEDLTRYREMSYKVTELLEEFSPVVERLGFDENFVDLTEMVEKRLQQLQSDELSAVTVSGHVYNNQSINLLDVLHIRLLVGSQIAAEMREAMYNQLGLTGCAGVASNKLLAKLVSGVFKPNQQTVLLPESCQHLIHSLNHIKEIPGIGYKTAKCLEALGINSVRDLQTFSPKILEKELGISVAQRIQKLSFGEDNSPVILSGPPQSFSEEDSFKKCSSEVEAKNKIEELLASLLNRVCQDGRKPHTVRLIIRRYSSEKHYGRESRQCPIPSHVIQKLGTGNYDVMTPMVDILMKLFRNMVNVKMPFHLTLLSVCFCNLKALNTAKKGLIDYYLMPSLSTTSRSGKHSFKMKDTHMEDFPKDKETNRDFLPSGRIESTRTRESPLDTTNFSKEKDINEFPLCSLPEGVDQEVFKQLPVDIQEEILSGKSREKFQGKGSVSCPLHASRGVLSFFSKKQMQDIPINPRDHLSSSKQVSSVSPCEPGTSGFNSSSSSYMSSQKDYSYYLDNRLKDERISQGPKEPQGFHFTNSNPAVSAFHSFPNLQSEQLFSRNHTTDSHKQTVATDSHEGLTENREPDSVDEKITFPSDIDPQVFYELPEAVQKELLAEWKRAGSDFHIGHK
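Fluorescent replication assay read twice, at 0 min and 10 min after adding 50 nM (final) substrate. Enzyme (10 nM) and compounds were first incubated 15 min at room temperature; enzyme-free buffer wells were negative controls.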
Pol eta inh = blocks human DNA polymerase eta activity. Q9Y253. recombinant Pol eta, fluorescent DNA replication assay. Potency, µM (highest dose often 114 µM), for the others: at the top dose activity change, negative = inhibition, actives largely listed as inhibitors. hit rate 1.2% among 390,000; note: % is set by controls: 0 for no effect and ±100 for the full control effect
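Fluorescent replication assay: 50 nM final substrate added after a 15 min room-temperature compound preincubation with 10 nM enzyme. Signal taken at 0 min and again at 10 min.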
G9a inh = blocks human histone lysine methyltransferase G9a; Q96KQ7; G9a H3K9 monomethylation, AlphaScreen, 2 h; Potency, µM (top dose mostly 102 µM), inactives show at the highest dose activity, negative = inhibition, usual class: inhibitors; hit rate 8.8% among 350,000; note: % is set by controls: 0 for no effect and ±100 for the full control effect; nearly all actives have a fitted effect of over 75% in size
Target sequence (Q96KQ7 913-1193 limits assumed): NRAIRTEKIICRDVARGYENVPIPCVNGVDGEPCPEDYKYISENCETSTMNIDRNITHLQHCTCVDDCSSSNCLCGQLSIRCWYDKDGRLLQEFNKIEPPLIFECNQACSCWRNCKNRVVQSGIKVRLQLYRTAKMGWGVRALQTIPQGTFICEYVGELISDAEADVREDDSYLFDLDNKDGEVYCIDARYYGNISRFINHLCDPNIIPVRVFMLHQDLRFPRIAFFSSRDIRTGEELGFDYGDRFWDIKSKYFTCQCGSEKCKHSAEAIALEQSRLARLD
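G9a (20 nM) preincubated 15 min RT with compounds, then 500 nM biotinylated H3K9 peptide and 20 uM SAM added; 2 h RT reaction. Monomethyl-H3K9 product detected by AlphaScreen with anti-H3K9me1 antibody, streptavidin donor and anti-rabbit IgG acceptor beads.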
Active calls of the source: *; ? = inconclusive; / = no result given; [ ] = remark or other dose. Calls come from the whole dose curve; as a rule, active = well fitted curve in the direction sought with a large enough effect; inconclusive = small, poorly fitted or top-dose-only effect, or another doubt; inactive = no such curve, though single readings can be large; an effect the other way counts as inactive or inconclusive. Potency is the fitted concentration of half-maximal effect. These rows are one share of the data; rates above refer to the full screens.

SMILES	Anesthetic bind	Pol beta inh	APE1 inh	BAZ2B block	POLK inh	BLM helicase inh	POLI inh	Pol eta inh	G9a inh
CN1C(=O)C(=O)N(CC(=O)N2CCc3ccccc32)C1=O	-6.7%	9.0%	4.7%	1.3%	-11.9%	-2.6%	8.7%	-8.3%	-33.7%
CC(=O)c1cccc(Nc2cc(C)nc3nc(Cc4ccccc4)nn23)c1	-2.4%	0.1%	/	-12.1%	5.0%	2.2%	19.2%	-17.2%	?
Cc1ccc(OCC(=O)N(Cc2ccccc2)C(C)C)c([N+](=O)[O-])n1	-9.8%	-25.5%	4.4%	-5.6%	-0.1%	-2.5%	1.3%	-13.8%	-2.8%[59 µM]
CSc1nnc([C@@H]2CCCN2C(=O)OC(C)(C)C)o1	-0.5%	24.0%	2.3%	13.3%	-0.8%	2.0%	132.2%[activator]	3.7%	30.8%
COc1cc2[nH]c(=O)n(CCCC(=O)NC3CCCCC3)c(=O)c2cc1OC	-6.0%	0.5%	-3.1%	-2.0%	-4.3%	0.9%	120.1%[activator]	-6.3%	-1.3%
COc1ccc(CCNC(=S)NC(=O)c2ccc(Br)cc2)cc1OC	?	1.2%	-4.8%	31.6µM*	-13.3%	-9.6%	4.7%	-7.2%	-32.0%
O=C(NC(=S)N1CCN(c2ccccc2)CC1)c1c(F)cccc1F	-0.9%	-1.4%	57.0%[activator]	2.0%	1.1%	-2.1%	2.5%	-7.5%	3.5%
CC1=C/C(=N\NC(=O)c2ccc(O)cc2)CC1	-3.1%	5.0%[57.1 µM]	0.4%	0.7%	-10.8%	6.5%	37.6%[activator]	-4.8%	-18.7%
O=C(NC(=S)Nc1ccc2oc(=O)ccc2c1)c1cccc(Cl)c1	1.9%	97.6%	14.8%	0.3%	6.9%	-3.9%	58.0%[activator]	4.1%	?
CC1(c2ccc(Cl)cc2)NC(=O)N(CC(=O)N2CCc3ccccc3C2)C1=O (configuration not stated)	/	/	-1.5%	56.5%[activator]	-4.2%	/	5.2%	-5.7%	149.3%[activator][12.7 µM]
COc1ccc(CC(=O)O/N=C(\N)Cc2ccc([N+](=O)[O-])cc2)cc1	-3.9%	8.7%	-3.8%	-11.9%	-11.2%	-5.5%	-14.9%[58.9 µM]	-6.6%	-8.8%
O=C(N/N=C/c1c(Cl)cccc1Cl)c1n[nH]c2c1CCCC2	?	20.0%	4.2%	-31.9%	1.1%	-2.2%	17.6%	-5.4%	-18.0%[59 µM]

The closing 3 compounds of the part above are carried over, then new ones follow.
SMILES	Anesthetic bind	Pol beta inh	APE1 inh	BAZ2B block	POLK inh	BLM helicase inh	POLI inh	Pol eta inh	G9a inh
CC1(c2ccc(Cl)cc2)NC(=O)N(CC(=O)N2CCc3ccccc3C2)C1=O (configuration not stated)	/	/	-1.5%	56.5%[activator]	-4.2%	/	5.2%	-5.7%	149.3%[activator][12.7 µM]
COc1ccc(CC(=O)O/N=C(\N)Cc2ccc([N+](=O)[O-])cc2)cc1	-3.9%	8.7%	-3.8%	-11.9%	-11.2%	-5.5%	-14.9%[58.9 µM]	-6.6%	-8.8%
O=C(N/N=C/c1c(Cl)cccc1Cl)c1n[nH]c2c1CCCC2	?	20.0%	4.2%	-31.9%	1.1%	-2.2%	17.6%	-5.4%	-18.0%[59 µM]
Cc1cc(C)nc(NC(=O)CSc2ccccn2)n1	-4.6%	-19.6%	-3.9%	0.7%	-9.6%	0.5%	11.3%	2.3%	3.4%[59 µM]
COCc1cc(C2C(C(=O)c3ccco3)=C(O)C(=O)N2CCOCCO)ccc1O (configuration not stated)	-17.8%	1.7%	-4.6%	?	-7.8%	-1.0%	6.5%	0.0%	?
COc1ccc2c(c1)CCc1c(C(=O)Nc3cc(OC)c(Cl)cc3OC)noc1-2	-1.0%	25.8%	/	-1.0%	-9.7%	-5.5%	5.4%	-10.8%	-10.0%[59 µM]
CN1C(=O)C(O)(CC(=O)/C=C/C=C/c2ccccc2)c2ccccc21 (configuration not stated)	?	2.2%	0.8%	?	-1.6%	-4.6%	0.1%	-11.9%	-47.5%[59 µM]
CCOc1ccc(NC2c3ccccc3C(=O)N2Cc2ccco2)cc1 (configuration not stated)	-4.4%	?	-2.5%	50.1µM*	11.5%	-13.0%	0.4%	-14.5%	44.7µM*
N#CCCn1c(=O)c(-c2ccccc2)nc2cnc(N3CCOCC3)nc21	/	/	2.5%	/	3.8%[60.1 µM]	2.7%	/	/	3.4%[0.501 µM]
CCOC(=O)c1ccccc1NC(=O)n1ncc2cc(Cl)ccc21	5.1%	8.6%	/	-7.5%	-9.7%	-1.5%	29.9%	-18.7%	-34.3%[59 µM]
COc1ccc(C(=O)/C=C/c2cn(CC(O)CN3CCc4ccccc43)c3ccccc23)cc1OC (configuration not stated)	-23.0%	-1.4%	/	10µM*	-24.9%	-13.4%	1.4%	-3.9%	?
CCCCN(C(=O)c1ccc(Br)o1)C1CCS(=O)(=O)C1 (configuration not stated)	/	/	-5.3%	7.7%	-8.2%	/	61.6%[activator]	-4.3%	50.1µM*
CCCNC(=O)c1oc2ccc3c(c2c1C)C=CC(C)(C)O3	0.0%	1.8%	2.6%	11.5%	-0.5%	-5.4%	127.7%[activator]	-13.8%	7.7%
Cc1cccc(C)c1NC(=O)c1ccc2c(c1)N(Cc1cccc(Cl)c1)C(=O)c1ccccc1S2=O (configuration not stated)	16.5%	19.7%	/	12.3%	-2.5%	-5.8%	12.9%	-12.7%	27.9%[59 µM]
CC1CCCCN1S(=O)(=O)c1ccc2[nH]c(=O)cc(C(=O)NCCc3ccc(Cl)cc3)c2c1 (configuration not stated)	?	?	/	-1.7%	3.8%[60.1 µM]	1.1%	-27.3%	-6.9%	5.0%[59 µM]
CNC(=S)NCC(O)c1ccc([N+](=O)[O-])cc1 (configuration not stated)	-7.5%	17.4%	2.2%	-17.1%	-2.0%	-5.3%	40.4%[activator]	0.3%	-0.9%
CCn1c2nc(SCCN3CCOCC3)nnc2c2cc(C)cc(C)c21	-10.7%	-25.3%	24.8%	-15.1%	2.4%	-0.5%	0.6%	7.9%	?
O=C(O)c1ccc(-c2cccc([N+](=O)[O-])c2)o1	11.6%	-14.8%	1.1%	?	5.3%	-1.3%	2.4%	-12.0%	-16.4%
O=C(Nc1ncc(Cc2ccc(F)cc2)s1)c1ccc2c(c1)CC(c1ccccc1)OC2=O (configuration not stated)	-3.2%	0.8%	/	-0.7%	10.4%	-0.3%	17.4%	-7.7%	-1.9%[59 µM]
Cc1c(NC(=O)OCc2ccccc2)c(=O)n(-c2ccccc2)n1C	-2.1%	33.3%	13.7%	0.1%	-0.7%	-2.1%	25.4%	-20.9%	14.0%
O=C(O)c1cc(-c2ccc3c(c2)OCO3)nc2ccc(Br)cc12	-2.4%	?	?	-3.7%	-2.1%	-4.0%	3.8%	-6.9%	-10.7%[59 µM]
CCC(Sc1ncnc2sc(C)c(C)c12)C(=O)OC (configuration not stated)	?	-10.9%	-9.2%	?	-11.9%	-6.1%	?	?	2µM*
COCc1cc(CNC(=O)C2CCC(=O)N(Cc3cccc(OC)c3)C2)[nH]n1 (configuration not stated)	-5.8%	2.5%	2.2%	-2.9%	-8.6%	0.3%	15.4%	-24.5%	/
Cc1ccccc1-c1cc(=O)c2ccccc2o1	/	/	-10.3%	/	8.6%	/	-8.9%	-6.7%	/
COC(=O)c1cc(NC(=O)Nc2ccccc2OC)cc(C(=O)OC)c1	-22.5%	?	?	-7.2%	-10.1%	0.2%	2.7%	-16.9%	-12.1%[59 µM]
Cc1ccc(S(=O)(=O)N2CCOCC2)cc1C(=O)N1CCCCCC1	-3.0%	-3.7%	5.5%	-2.6%	-11.9%	-1.2%	19.2%	-10.3%	10.9%[0.501 µM]
COc1cccc(N(C(=O)c2ccco2)c2nc(-c3sc(NC(=O)c4ccco4)nc3C)cs2)c1	-15.4%	-0.3%	-1.5%	-9.9%	-5.7%	-5.6%	?	-7.6%	?
Cc1c(NC(=O)CN2C(=O)NC(C)(c3ccc(Cl)cc3)C2=O)c(=O)n(-c2ccccc2)n1C (configuration not stated)	/	/	16.0%	-4.3%	-3.1%	/	13.6%	-1.5%	15.6%[0.501 µM]
O=C1CN(C(=O)c2cc([N+](=O)[O-])ccc2Cl)C(c2ccccc2)c2cc(F)ccc2N1 (configuration not stated)	-3.7%	-1.7%	-0.7%	-5.6%	-15.7%	-2.5%	0.5%	-15.7%	-6.2%
Cc1cc(C(=O)OCC(=O)NC2(C#N)CCCCC2)c(C)o1	/	/	-7.7%	-3.0%	7.4%	/	7.5%	-5.6%	14.4%[2.33 µM]
Cc1ccc(N2C(=O)c3n[nH]c(C)c3C2c2ccc(C(C)C)cc2)cc1 (configuration not stated)	-21.3%	3.8%	/	/	-9.1%	-3.7%	3.1%	-16.0%	-32.9%[59 µM]
O=C(COC(=O)C(O)c1ccccc1)NC12CC3CC(CC(C3)C1)C2 (configuration not stated)	11.2µM*	0.4%	3.1%	-2.7%	1.3%	1.6%	4.9%	-14.7%	-48.7%[59 µM]
Clc1ccc2[nH]cc(-c3nnnn3-c3ccccc3)c2c1	-6.1%	13.7%	-2.7%	-0.7%	-10.5%	-9.2%	-4.2%	-8.7%	48.7%[activator]
O=C(c1n[nH]c2ccccc12)N1CCN(S(=O)(=O)c2ccccc2)CC1	/	/	-1.9%	14.2%	-10.6%	/	3.1%	-10.1%	36.1%[12.7 µM]
Cc1[nH]nc(SCC(=O)NC2CCCCC2)c1[N+](=O)[O-]	?	1.6%	-2.4%	-23.4%	-2.5%	-3.9%	-8.8%	-2.8%	19.3%[59 µM]
Cc1c(C)c2ccc(OCC(=O)N3CC[C@@]4(O)CCCC[C@H]4C3)cc2oc1=O	-15.1%	6.0%	12.2%	4.6%	5.0%	-0.2%	19.5%	-20.4%	-5.8%[12.7 µM]

Random excerpt: 2 entries already listed, in no set order.
SMILES	Anesthetic bind	Pol beta inh	APE1 inh	BAZ2B block	POLK inh	BLM helicase inh	POLI inh	Pol eta inh	G9a inh
CCOc1ccc(NC2c3ccccc3C(=O)N2Cc2ccco2)cc1 (configuration not stated)	-4.4%	?	-2.5%	50.1µM*	11.5%	-13.0%	0.4%	-14.5%	44.7µM*
Cc1ccc(S(=O)(=O)N2CCOCC2)cc1C(=O)N1CCCCCC1	-3.0%	-3.7%	5.5%	-2.6%	-11.9%	-1.2%	19.2%	-10.3%	10.9%[0.501 µM]
